NPY1 pot ag: potentiates or activates human NPY-Y1 receptor. P25929. NPY-Y1 expressing cells, potentiator/agonist activation. activation, % at 3.6 µM. actives 0.37% (n = 220,000); in the data active means activation above about 33%, passing the limit was not always enough;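 further: cells stimulated with NPY at EC10 then isoproterenol at EC100; 0% = low agonist plus stimulus and 100% = saturating agonist plus stimulus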
Target sequence (P25929 whole entry, looked up): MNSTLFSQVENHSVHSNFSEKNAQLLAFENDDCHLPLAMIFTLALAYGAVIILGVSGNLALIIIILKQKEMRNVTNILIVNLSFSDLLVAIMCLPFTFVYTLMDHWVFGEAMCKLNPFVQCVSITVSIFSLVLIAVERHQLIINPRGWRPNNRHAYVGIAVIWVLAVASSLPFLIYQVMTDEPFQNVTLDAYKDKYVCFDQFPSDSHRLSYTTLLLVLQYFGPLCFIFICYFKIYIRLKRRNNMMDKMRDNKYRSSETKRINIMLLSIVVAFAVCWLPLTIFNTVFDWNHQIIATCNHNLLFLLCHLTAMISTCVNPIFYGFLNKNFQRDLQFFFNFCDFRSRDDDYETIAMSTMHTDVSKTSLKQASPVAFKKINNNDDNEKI
EP2 mod: modulates human prostaglandin E2 receptor EP2 signaling. P43116. actives 0.83% (n = 260,000). EP2-expressing cells, cAMP HTRF FRET, PGE2 co-stimulation. induction, % at 25 µM;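 active means compounds whose cAMP rise, as percent of the full-agonist control response, exceeds 60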;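 further: rat C6 glioma line stably carrying human EP2 under a CMV promoter; the protocol text gives 20 µM as final concentration; 100% = response of wells given 1 µM PGE2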
S1P4 agonist: activates the human S1P4 receptor; S1P4-expressing cell line, agonist reporter assay; activation, % at 4.98 µM; actives 0.35% (n = 220,000); AID 1509; in the data active means activation above about 11%;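 further: 0% = DMSO vehicle and 100% = reference agonist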
TRPML3 agonist: activates the human TRPML3 channel; actives 0.29% (n = 220,000); AID 1448; Q8TDD5; activation, % at 3 µM; HEK293 TRPML3-YFP, Fluo-8 calcium fluorescence; 100% = the carbachol control signal;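 active means activation above its plate's cutoff, the mean activation of the plate's test wells plus 3 SD, cut at about 12% in these data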;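 further: 0% = DMSO only wells and 100% = carbachol wells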
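Material: TRPML3-YFP stable HEK293 cells | Dosing: One concentration, 3 µM nominal, 0.3% DMSO | Timing: 125 s total fluorescence read per well | Technique: Fluo-8 calcium dye fluorescence, ex 470-495, em 515-575 nm | Measure: Percent activation from peak-to-basal fluorescence ratio, scaled between DMSO and carbachol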
TRPN1 ag: zebrafish TRPN1 (NompC) channel agonism; HEK293 zebrafish TRPN1-YFP, Fluo-8 calcium fluorescence; 100% = response to 87 µM carbachol; activation, % at 3 µM; actives 0.18% (n = 220,000);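 active means activation above its plate's cutoff, the mean activation of test wells on that plate plus 3 SD, cut at about 19% in these data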;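 further: 0% = DMSO alone and 100% = 87 µM carbachol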
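Assay system: Zebrafish TRPN1-YFP in HEK293 cells | Incubation: Dye loading 1 h at 37 °C, then 30 min room temperature | Measured by: Kinetic Fluo-8 fluorescence, ex 470-495, em 515-575 nm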
CHOP inh: CHOP inhibition in unfolded protein response | CHO-K1 CHOP-promoter luciferase, tunicamycin-induced, 15-18 h | inhibition, % at 10 µM | actives 3.8% (n = 220,000) | AID 2732;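 active means compounds that reduced the stress-induced luciferase reporter signal by more than about 70% of percent inhibition, limit read from the data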;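 further: 0% = tunicamycin plus vehicle and 100% = wells without tunicamycin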
NPY2 pot ag: potentiators or agonists of human neuropeptide Y receptor Y2 | AID 1359 | cells expressing NPY-Y2, potentiator/agonist read-out | P49146 | actives 0.45% (n = 220,000) | activation, % at 3.6 µM; in the data active means activation above about 27%;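 further: cells stimulated with NPY near EC25 plus isoproterenol at EC100; 0% = vehicle plus submaximal agonist and 100% = vehicle plus saturating agonist; some results beyond the cut were filed as inactive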
Target sequence (P49146 whole entry, looked up): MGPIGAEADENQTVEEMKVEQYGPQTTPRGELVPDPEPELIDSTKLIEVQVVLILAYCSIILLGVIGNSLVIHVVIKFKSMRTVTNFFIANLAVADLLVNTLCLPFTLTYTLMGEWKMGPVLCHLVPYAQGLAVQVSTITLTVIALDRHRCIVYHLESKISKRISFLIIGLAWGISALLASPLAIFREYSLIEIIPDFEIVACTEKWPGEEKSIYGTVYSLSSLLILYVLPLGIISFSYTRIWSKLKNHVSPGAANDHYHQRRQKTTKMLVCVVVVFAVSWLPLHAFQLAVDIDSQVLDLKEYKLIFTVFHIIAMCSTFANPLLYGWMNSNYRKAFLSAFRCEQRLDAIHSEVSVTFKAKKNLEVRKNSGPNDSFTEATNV
NPY-Y1 antag: antagonists of human neuropeptide Y receptor Y1 | HEK293-CNG Y1 cells, membrane potential fluorescence; NPY at EC95, then isoproterenol | actives 1% (n = 200,000) | AID 1040 | inhibition, % at 3.6 µM;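 active means inhibition above the campaign mean inhibition of all tested compounds plus 3 SD, cut at about 20% in these data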;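 further: 0% = DMSO wells given NPY plus isoproterenol and 100% = isoproterenol alone without NPY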
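Material: Y1- and CNG-channel-expressing HEK293 cells / Probe or stimulus: NPY 25 nM then isoproterenol 1 µM plus Ro 20-1724 25 µM / Doses: 3.6 µM single dose, DMSO 0.4% / Schedule: compound incubation 1 h at room temperature, readout 45 min post-stimulation / Signal: membrane potential fluorescence / Benchmarks: isoproterenol-only wells as full block versus NPY-plus-isoproterenol wells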
S1P4 antag: human S1P4 receptor antagonism; O95977; S1P4-expressing cells, antagonist mode, reporter read-out; inhibition, % at 4.98 µM; actives 0.26% (n = 220,000); AID 1510; in the data active means inhibition above about 29%;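 further: 0% = wells stimulated with agonist and 100% = vehicle wells without agonist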
Starred values were filed as active, the others as inactive; . = not tested or not shown; & = joins results of further samples.

SMILES | NPY1 pot ag | EP2 mod | S1P4 agonist | TRPML3 agonist | TRPN1 ag | CHOP inh | NPY2 pot ag | NPY-Y1 antag | S1P4 antag
COc1ccc(C(=O)N2CCC(=O)N(C(CO)Cc3ccccc3)CC2)cc1 (configuration not stated) | -11 | -7 | 1.1 | 0.6 | 1.5 | -19 | 6 | 1 | 5
COc1ccc(/C=C2\Sc3ccc(C(=O)NCc4cccnc4)cc3N(C)C2=O)cc1OC | -4 | -11 | -0.6 | -0.1 | 6.8 | 17 | -27 | -6 | -9
O=[N+]([O-])c1ccc2c(c1)C(N1CCOCC1)/C(=C/COc1ccc(F)cc1)O2 (configuration not stated) | -14 | 13 | 0.0 | -0.3 | -1.6 | 41 | 1 | 15 | 1
O=C(Nc1cccnc1)Nc1ccc(F)c(Cl)c1 | 8 | -44 | 1.9 | 1.2 | 6.2 | 34 | 6 | 2 | 12
N#CC1(Nc2ccccc2)C(=O)Nc2ccccc21 (configuration not stated) | -5 | -12 | -2.0 | 0.4 | -0.3 | 7 | -5 | -1 | 12
N#CCc1ccc(NS(=O)(=O)c2ccc(C3CCCCC3)cc2)cc1 | 9 | -53 | -0.3 | 2.2 | 3.1 | 81* | -4 | -3 | -10
COCCCn1c(SCC(=O)Nc2ccc3c(c2)OCCO3)nnc1-c1ccoc1C | 30 | 7 | -0.9 | 0.2 | 0.0 | 24 | 5 | 1 | -9
Cn1cccc1Cc1nnc(SCC(=O)NCC2CCCO2)n1CCc1ccccc1 (configuration not stated) | 10 | 13 | -0.1 | 0.5 | 1.5 | -9 | 2 | -2 | -8
Cc1ccc2nc(-c3ccc4c(c3)NC(=O)CO4)cn2c1 | -1 | -22 | 0.8 | 0.4 | 0.1 | -6 | 2 | . | 0
CC(C)(C)c1cc(C(=O)NC2CC2)n(Cc2ccc(F)cc2)n1 | -5 | 41 | 0.7 | 0.0 | 1.4 | 11 | -21 | . | 14
COC(=O)c1sc(N2C(=O)c3oc4ccccc4c(=O)c3C2c2cccc(O)c2)nc1C (configuration not stated) | 33 | 11 | 0.8 | 0.7 | 0.6 | 75* | 4 | . | 9
CCCCSc1nc2ccccc2[nH]1 | 11 | 21 | 1.2 | 0.2 | -1.6 | 1 | 0 | -2 | -22
CCOC(=O)N1CCC(NC(=O)c2cccc3c2C(=O)N(CCOC)C3)CC1 | 0 | 5 | 0.9 | -1.0 | -0.1 | -30 | -12 | 5 | -13
CCS(=O)(=O)c1nc(NC(C)=O)n[nH]1 | 1 | 0 | 0.2 | 1.0 | 0.3 | -4 | 9 | -4 | 1
Cc1ccc(C(=O)Nc2cccnc2Oc2ccc(Cl)cc2)cc1 | -75 | -13 | -0.8 | -0.6 | -2.8 | 8 | -49 | . | 2
COc1ccc(S(=O)(=O)NCCSC(C)(C)C)cc1 | -3 | 9 | -1.3 | -0.2 | 0.1 | 40 | 11 | 2 | -7
CCN(CC)c1nc2c(s1)C(=O)NCCC2 | 13 | -15 | 1.7 | -0.2 | 0.2 | 4 | -16 | -4 | -3
CCCN(CCC)C(=O)C1c2ccccc2Oc2ccccc21 | -23 | 38 | 0.1 | -1.7 | -0.7 | 27 | -21 | 18 | 7
Cc1cc(C)c(NC(=O)c2oc3ccccc3c2COc2ccccc2)c(C)c1 | -49 | 15 | 3.8 | 0.8 | 0.5 | 9 | -13 | 7 | -9
Cn1nnnc1SCCNCc1ccncc1 | -3 | 14 | -0.2 | 0.9 | -0.2 | -6 | -4 | -1 | -26
O=C1C2C(c3ccccc3)C=CC(c3ccccc3)C2C(=O)N1c1ccncc1 (configuration not stated) | -24 | 65* | -2.4 | -0.4 | -1.1 | 15 | -17 | 11 | -12
CN(C)c1ncc(C2=C(Cl)C(=O)C(N3CCCC3)=C(Cl)C2=O)s1 | -7 | -54 | -0.3 | 0.3 | -0.3 | 108* | 4 | 9 | -5
O=c1c2ccsc2ncn1Cc1ccc(Cl)cc1 | 10 | 19 | 0.1 | -0.6 | 0.3 | 10 | 5 | 13 | -8
O=C(c1ccc(-c2ccccc2)cc1)N1CCN(c2nc3ccccc3o2)CC1 | 4 | -30 | -1.5 | -0.2 | -0.9 | -10 | -32 | 2 | 2
COCCNC(=O)C(c1ccc(O)cc1)N(Cc1ccco1)C(=O)CCC(=O)Nc1nccs1 (configuration not stated) | -9 | 7 | -0.8 | -0.1 | 0.7 | 9 | 4 | 2 | -6

Carrying on:
SMILES | NPY1 pot ag | EP2 mod | S1P4 agonist | TRPML3 agonist | TRPN1 ag | CHOP inh | NPY2 pot ag | NPY-Y1 antag | S1P4 antag
COC(=O)c1cc(C(=O)N2CCN(c3cccc(Cl)c3)CC2)cc([N+](=O)[O-])c1 | -5 | -20 | 0.6 | -1.2 | -2.3 | -61 | -6 | 16 | 0
Cc1ccc(/C=C/C(=O)OCc2nc(N)nc(Nc3ccccc3C)n2)o1 | -22 | -53 | 1.5 | 0.4 | 0.3 | 9 | -30 | 18 | -13
CCOC(=O)C1=C(c2ccccc2)N(C)C(=O)NC1c1ccc(O)c(OC)c1 (configuration not stated) | -2 | 10 | 2.0 | -0.2 | 0.1 | 3 | -20 | 1 | 6
COC(=O)CNC(=O)C(C)NC(=O)OCc1ccccc1 (configuration not stated) | 9 | -4 | 1.4 | -0.2 | 1.9 | -11 | -2 | 1 | 7
Cc1ccc(C(C)C)c(OCCCNCc2cccnc2)c1 | 7 | -5 | 1.5 | 0.9 | 0.9 | 4 | 9 | 3 | 13
COc1ccc(S(=O)(=O)N2CCCN(S(=O)(=O)c3ccc(OC)c(C)c3)CC2)cc1C | 15 | 15 | 3.2 | -1.0 | -0.9 | 59 | -2 | 0 | -2
O=C(Nc1ccccc1)C1Cc2ccccc2CN1C(=O)c1ccco1 (configuration not stated) | -1 | 6 | 2.5 | 0.3 | -0.2 | 15 | -11 | -5 | -13
CCOC(=O)/C=c1\s/c(=C(\C#N)C(=O)NC)n(-c2ccccc2)c1=O | -3 | -15 | -0.9 | 1.1 | 0.9 | -59 | 1 | -6 | -8
O=C1CCCC(=O)N1c1ccc(O)cc1 | 13 | 9 | 1.9 | 1.0 | 2.6 | 0 | 7 | 2 | -13
CCN1C=C(Cc2cccs2)C2=C(C1)C(c1cccs1)C(C#N)=C(N)O2 (configuration not stated) | -2 | -30 | -0.5 | -0.1 | 1.0 | 8 | 4 | 1 | 3
COCCn1c(SCC(=O)Nc2ccc(F)cc2)nc2c(oc3ccccc32)c1=O | 20 | -5 | 2.3 | 0.3 | 1.7 | 84* | 2 | 2 | -31
COc1cc(NC(=O)c2cccnc2Sc2ccc(Cl)cc2)cc(OC)c1OC | 6 | -35 | 0.1 | 0.9 | 0.0 | 2 | 3 | 15 | -8
O=C(O)c1ccc(COc2ccccc2C=C2C(=O)c3ccccc3C2=O)cc1 | 13 | -67 | 0.3 | 0.7 | 1.1 | 18 | 8 | 2 | -12
CC1Cc2ccccc2N1S(=O)(=O)c1ccc(Cl)nc1 (configuration not stated) | 6 | -1 | 0.5 | -0.2 | -1.2 | 10 | 13 | . | -6
Cc1ccc(-c2cc(C(F)F)n3ncc(C(=O)Nc4cn(C)nc4C)c3n2)cc1 | 14 | 2 | 0.2 | 0.7 | 0.6 | 14 | 5 | 3 | -21
Cc1ccc(NC(=O)c2cc(N3C(=O)C=CC3=O)ccc2N2CCOCC2)cc1 | -5 | -72 | 2.8 | -0.3 | 0.1 | 109* | -3 | -1 | -15
COc1ccccc1-n1c(C)nc(=O)c(-c2ccccc2)c1C | 20 | -5 | -0.7 | 0.2 | -1.1 | 6 | -5 | 4 | 2
Cc1c(C(=O)NCCSCc2ccc(Cl)cc2Cl)cccc1[N+](=O)[O-] | -4 | -71 | 0.9 | 0.3 | -0.8 | 72* | 9 | 6 | -1
O=C(CSc1nc2ccccc2c(=O)n1CCCO)N1CCc2ccccc21 | -32 | -10 | -0.3 | 0.6 | 0.1 | 6 | -13 | 8 | -9
CCC(C)(C)n1nnnc1C(c1ccc2ncccc2c1)N1CCN(c2nc3ccccc3s2)CC1 (configuration not stated) | 13 | 4&10 | -2.2 | 0.3 | -0.1 | 50 | -18 | 7 | -15
NCCS | 1 | 7&22&9 | 1.6 | 1.0 | 0.0 | 8&0 | 0 | 7 | -20
Cc1ccc(NC(=S)N2CCCCCC2)cc1 | 4 | 3 | -2.4 | -0.8 | -0.9 | -10 | -32 | . | -7
CC(C)(C)OC(=O)NCC(=O)N1CCC(C(=O)O)CC1 | 3 | 7 | 1.1 | 0.0 | 0.6 | 22 | -2 | 6 | -4
COc1cc2nc(CN(C)Cc3nc4ccccc4c(=O)[nH]3)[nH]c(=O)c2cc1OC | -13 | 21 | -3.3 | 1.0 | 1.1 | -19 | -1 | -4 | 1
CC1CCN(CC(=O)N2CC(=O)Nc3ccccc32)CC1 | -32 | 13 | -0.3 | 0.5 | 1.0 | -2 | 4 | 2 | 8

Structures from the list above containing a COOH group (2):
SMILES | NPY1 pot ag | EP2 mod | S1P4 agonist | TRPML3 agonist | TRPN1 ag | CHOP inh | NPY2 pot ag | NPY-Y1 antag | S1P4 antag
O=C(O)c1ccc(COc2ccccc2C=C2C(=O)c3ccccc3C2=O)cc1 | 13 | -67 | 0.3 | 0.7 | 1.1 | 18 | 8 | 2 | -12
CC(C)(C)OC(=O)NCC(=O)N1CCC(C(=O)O)CC1 | 3 | 7 | 1.1 | 0.0 | 0.6 | 22 | -2 | 6 | -4

Carrying on.
SMILES | NPY1 pot ag | EP2 mod | S1P4 agonist | TRPML3 agonist | TRPN1 ag | CHOP inh | NPY2 pot ag | NPY-Y1 antag | S1P4 antag
COc1ccc(N2CCCCn3c2nc2c3c(=O)[nH]c(=O)n2C)cc1 | 16 | 2 | 1.5 | 0.3 | -1.1 | 9 | 5 | -2 | -6
O=C1C2=C(c3ccccc31)[N+](=O)C1CCCCC1N2[O-] (configuration not stated) | -12 | 27 | -1.5 | -0.1 | 3.9 | 62 | 12 | -2 | -7
COc1ccc(N2CCCn3c2nc2c3c(=O)n(CCCc3ccccc3)c(=O)n2C)cc1 | -18 | 2 | 1.6 | 0.2 | 0.1 | 59 | -5 | -3 | -4
O=C(O)/C=C/C(=O)NCCc1ccccc1 | -2 | 25 | 0.6 | 0.3 | 0.8 | -10 | 3 | -5 | -17
Cn1c(=O)oc2cc(S(=O)(=O)N3CCCC3)ccc21 | 9 | -6 | 0.5 | 1.0 | -0.2 | 36 | -15 | -4 | 2
Cc1ccc(OCCC(=O)O)cc1 | -25 | 5 | -0.5 | 0.9 | 0.4 | 12 | -31 | . | 0
COc1ccc(NC(=O)CSc2nc(C)cc(C)n2)cc1 | -2 | 9 | -0.3 | 0.1 | 1.5 | -3 | -6 | 0 | 1
O=C(Nc1ccc(S(=O)(=O)Nc2cnc3ccccc3n2)cc1)c1ccc(Br)o1 | -18 | 32 | 1.6 | 0.0 | 1.2 | -2 | -5 | 13 | -1
Cc1cc(C)cc(OCC(=O)Nc2ccc3c4c(cccc24)CC3)c1 | -25 | 22 | 0.7 | -0.4 | -1.3 | 65 | -7 | 5 | -4
